# PAFAH1B3 inh = blocks human PAF acetylhydrolase 1B catalytic subunit 3. AID 492972. recombinant PAFAH1B3, FP-rhodamine probe, fluorescence polarization. 340,000 compounds, 0.28% hits. inhibition, % at 3.39 µM;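 active = inhibition above the screen-wide average of all tested compounds plus 3 SD, cut at about 25% in these data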;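 also: 0% = enzyme with DMSO only and 100% = wells lacking PAFAH1B3 protein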
# PREPL inhibitor = inhibits the human prolyl oligopeptidase-like enzyme. Q4J6C6. recombinant PREPL, fluorescence polarization activity-based probe. inhibition, % at 5.96 µM. 320,000 compounds, 0.68% hits. AID 2751; in the data active = inhibition above about 43%;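 also: 0% = enzyme with DMSO and 100% = wells lacking enzyme; many of its hits are not listed in these tables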
# PAFAH1B2 inh = PAFAH1B2 (human) inhibition. P68402. 340,000 compounds, 1.2% hits. inhibition, % at 3.39 µM. recombinant PAFAH1B2, FP-rhodamine activity probe, fluorescence polarization;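 active = inhibition above the mean of all tested compounds plus 3 SD, cut at about 24% in these data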;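 also: 0% = enzyme with DMSO and 100% = wells lacking PAFAH1B2; many of its hits are not listed in these tables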
# Target sequence (P68402 whole entry, looked up): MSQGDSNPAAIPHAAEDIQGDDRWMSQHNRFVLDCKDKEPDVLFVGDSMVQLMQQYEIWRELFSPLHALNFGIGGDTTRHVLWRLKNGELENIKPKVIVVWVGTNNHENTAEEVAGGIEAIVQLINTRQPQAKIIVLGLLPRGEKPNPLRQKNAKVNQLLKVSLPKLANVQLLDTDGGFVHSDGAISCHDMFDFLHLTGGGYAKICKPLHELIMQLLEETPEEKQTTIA
# PAFAH2 FP inh = PAFAH2 (human) inhibition | Q99487 | recombinant PAFAH2, FP-rhodamine activity probe, fluorescence polarization | inhibition, % at 3.39 µM | 340,000 compounds, 0.99% hits | AID 492956;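 active = inhibition above the mean over all tested compounds plus 3 SD, cut at about 30% in these data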;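 also: inhibitors block probe labeling of enzyme so polarization drops; 0% = enzyme with DMSO and 100% = wells lacking PAFAH2 protein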
# GSTO1 counter = GSTO1 inhibition, counter-screen for RBBP9 inhibitors; P78417; recombinant GSTO1, activity-based probe fluorescence polarization; inhibition, % at 5.96 µM; 300,000 compounds, 1.1% hits;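 active = inhibition above the campaign mean inhibition plus 3 SD, cut at about 35% in these data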;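 also: 0% = GSTO1-1 with DMSO and 100% = wells lacking GSTO1-1 enzyme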
# Target sequence (P78417 whole entry, looked up): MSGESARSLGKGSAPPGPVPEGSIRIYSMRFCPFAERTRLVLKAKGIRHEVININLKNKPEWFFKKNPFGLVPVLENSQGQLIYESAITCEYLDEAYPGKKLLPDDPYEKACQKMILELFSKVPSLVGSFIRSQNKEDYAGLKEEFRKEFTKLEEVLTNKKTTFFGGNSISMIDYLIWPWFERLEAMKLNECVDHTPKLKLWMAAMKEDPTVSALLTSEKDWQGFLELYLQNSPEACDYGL
# LYPLA1 counter = blocks human lysophospholipase 1, a PME1 counter-screen | O75608 | recombinant LYPLA1, FP-Rh probe fluorescence polarization | inhibition, % at 5.9 µM | 320,000 compounds, 0.16% hits | AID 2174;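 active = inhibition above the mean of all tested compounds plus 3 SD, set per campaign, cut at about 14% in these data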;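 also: inhibitors block serine hydrolase probe labeling of LYPLA1 so polarization falls; 0% = enzyme with DMSO and 100% = wells lacking LYPLA1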
# Target sequence (O75608 whole entry, looked up): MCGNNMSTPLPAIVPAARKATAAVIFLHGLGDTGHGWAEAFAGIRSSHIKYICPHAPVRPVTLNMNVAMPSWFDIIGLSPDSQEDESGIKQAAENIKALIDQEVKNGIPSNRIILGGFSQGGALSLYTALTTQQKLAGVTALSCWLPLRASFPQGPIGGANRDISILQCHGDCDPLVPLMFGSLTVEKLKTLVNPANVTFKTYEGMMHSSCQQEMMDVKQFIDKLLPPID
# pPAFAH inh = inhibitors of human plasma PAF acetylhydrolase (pPAFAH) | AID 463082 | 330,000 compounds, 1.5% hits | recombinant pPAFAH, FP-rhodamine probe fluorescence polarization | inhibition, % at 3.39 µM | Q13093;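 active = inhibition above the mean inhibition across the screen plus 3 SD, cut at about 25% in these data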;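 also: inhibitors block binding of the rhodamine activity-based probe so polarization drops; 0% = enzyme with DMSO and 100% = wells lacking pPAFAH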
# PAD4 FP inh = inhibitors of human PAD4; Q9UM07; recombinant PAD4, RCA probe fluorescence polarization; inhibition, % at 6.36 µM; 330,000 compounds, 0.41% hits;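 active = percent inhibition above a cutoff equal to the mean of all tested compounds plus 3 SD, cut at about 15% in these data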;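 also: 0% = PAD4 with RCA probe and DMSO and 100% = probe without PAD4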
# LYPLA2 inh = counter-screen for PME1 inhibitors: inhibitors of human LYPLA2; 320,000 compounds, 0.38% hits; inhibition, % at 5.9 µM; AID 2177; recombinant LYPLA2, FP-Rh probe fluorescence polarization;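 active = inhibition above the screen-wide mean plus 3 SD, limit set per campaign, cut at about 26% in these data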;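 also: 0% = LYPLA2 with DMSO and 100% = wells lacking LYPLA2 enzyme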
# Target sequence (O95372 whole entry, looked up): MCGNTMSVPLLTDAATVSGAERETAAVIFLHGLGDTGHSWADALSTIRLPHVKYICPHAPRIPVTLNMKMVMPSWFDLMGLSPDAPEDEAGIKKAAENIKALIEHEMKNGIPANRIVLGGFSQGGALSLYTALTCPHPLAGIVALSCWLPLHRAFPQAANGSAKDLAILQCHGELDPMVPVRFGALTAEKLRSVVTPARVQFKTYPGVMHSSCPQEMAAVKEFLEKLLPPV
# * = called active by the depositor; x = not tested or not shown. An excerpt. The share of hits here may be higher or lower than overall.
1) O=C(c1ccc2nc3ccc(Cl)cc3c(=O)n2c1)N1CCOCC1
2) Cc1ccc(C)c(NC(=O)CS(=O)(=O)c2c[nH]c3ccccc23)c1
3) C=CCNC(=O)c1ccccc1NC(=O)c1cccc2ccccc12
4) Cc1ccc(NC2=C(N3CCOCC3)C(=O)c3ccccc3C2=O)cc1
5) COCCNC(=O)c1csc2c1CCCC2
6) Fc1ccccc1-c1cc2ncccc2cn1
7) Cc1ccccc1CNC(=O)c1ccc2ccccc2n1
8) CC1CCCC(NC(=O)CN(C)S(=O)(=O)c2cccc3cccnc23)C1C (configuration not stated)

entry no.	1	2	3	4	5	6	7	8
PAFAH1B3 inh	11	-1	0	33*	5	11	2	6
PREPL inhibitor	3	-11	2	13	-6	1	-3	-3
PAFAH1B2 inh	0	7	-7	8	6	8	-3	1
PAFAH2 FP inh	-5	4	1	33*	-4	0	2	8
GSTO1 counter	-2	5	-11	48*	-7	x	-3	7
LYPLA1 counter	-1	0	-3	3	-6	1	-1	0
pPAFAH inh	6	5	8	4	4	-2	9	1
PAD4 FP inh	-2	-1	-3	-13	-2	-2	-2	2
LYPLA2 inh	7	-3	-5	6	-9	2	1	-5

9) O=C1c2ccccc2NC(c2ccc(-c3ccc(Br)cc3)o2)N1O (configuration not stated)
10) Cc1cc2ccccc2c(=O)n1CC(=O)Nc1ccc2c(c1)OCCO2
11) Cn1c(=O)[nH]c(=O)c2c1nc(N)n2Cc1ccccc1
12) Cc1ccc(OCCn2c(=S)[nH]c3c(N)ncnc32)cc1
13) COc1ccc(-c2cc(C(=O)Nc3cccnc3)no2)cc1OC
14) Cc1cc(S(=O)(=O)NC(C)C)ccc1OCC(=O)Nc1ccc2c(c1)OCCO2
15) Cc1occc1C(=O)NCc1nc(-c2ccc(Cl)cc2)no1
16) Cc1oc(-c2ccc(-c3ccccc3)cc2)nc1CN(CCO)C(C)C

entry no.	9	10	11	12	13	14	15	16
PAFAH1B3 inh	15	2	4	8	6	7	-7	9
PREPL inhibitor	16	3	-1	3	12	2	10	13
PAFAH1B2 inh	2	3	1	4	1	-2	1	2
PAFAH2 FP inh	-6	-6	1	-4	-2	0	0	5
GSTO1 counter	-18	3	-5	1	-7	-4	2	6
LYPLA1 counter	-2	-1	-1	-4	0	-1	-3	-2
pPAFAH inh	9	2	5	5	-4	0	2	6
PAD4 FP inh	-5	0	-2	-4	-2	0	-3	4
LYPLA2 inh	-3	3	-2	5	-2	14	-3	3

17) COc1ccc(N2CCN(CC(O)COc3c(OC)cccc3OC)CC2)cc1 (configuration not stated)
18) CN1C(=O)C2C(c3ccc(N(C)C)cc3)NN(Cc3ccccc3)C2C1=O (configuration not stated)
19) Cc1cccc(NC(=O)N2CCC(c3nc4ccccc4o3)CC2)c1
20) COc1cccc(CN2CCN(C(=O)c3ccco3)CC2)c1
21) O=C(c1c[nH]c2ccc(S(=O)(=O)N3CCOCC3)cc2c1=O)N1CCCC1
22) Cc1ccccc1NCC(=O)N/N=C/C(Br)=C/c1ccccc1
23) CCC(C)Sc1nc2ccccc2n1CC(=O)O (configuration not stated)
24) Cc1c(Cl)cccc1N/C(SCC(=O)N1CCCCCC1)=C(/C#N)c1nc2ccccc2s1

entry no.	17	18	19	20	21	22	23	24
PAFAH1B3 inh	0	11	0	1	4	3	6	-9
PREPL inhibitor	-7	7	8	0	7	13	4	12
PAFAH1B2 inh	3	6	2	-1	15	-8	4	-2
PAFAH2 FP inh	-6	8	-2	-3	-2	0	-5	-13
GSTO1 counter	2	6	-4	2	6	2	4	2
LYPLA1 counter	3	6	1	1	2	3	-1	0
pPAFAH inh	2	10	6	4	3	2	1	-3
PAD4 FP inh	2	4	-1	0	-1	-3	-7	-6
LYPLA2 inh	8	7	2	8	-1	4	2	-7

25) COc1ccccc1C(=O)NC(CCSC)C(=O)NCC(c1ccccc1OC)N1CCCC1 (configuration not stated)
26) O=C(NN1CCOCC1)c1cc(-c2cccc(Cl)c2)nc2ccccc12
27) CCOC(=O)N1CCN(c2nc3c(C)cccn3c(=O)c2C=O)CC1
28) COc1ccc(Cl)cc1C(=O)NNC(=O)c1cccs1
29) COC(=O)CSc1[nH]c2ccc(Br)cc2c1[N+](=O)[O-]
30) C[C@H](NC(=O)c1ccccc1Cl)C(=O)OCC(=O)N1CC2(C)CC1CC(C)(C)C2 (some centres not stated)
31) C=CCN(CC=C)CCOc1ccc(C)cc1[N+](=O)[O-]
32) COc1cccc(OC)c1C(=O)Nc1sc2c(c1C(N)=O)CCCC2

entry no.	25	26	27	28	29	30	31	32
PAFAH1B3 inh	-1	-1	-4	6	4	4	6	x
PREPL inhibitor	-4	0	-11	21	6	3	-2	10
PAFAH1B2 inh	6	6	1	3	10	2	2	x
PAFAH2 FP inh	-2	-1	-4	-5	4	5	4	x
GSTO1 counter	9	-6	-1	x	-6	3	6	14
LYPLA1 counter	1	-1	2	x	1	2	-5	3
pPAFAH inh	6	2	0	-7	0	3	-2	6
PAD4 FP inh	0	1	7	9	2	-7	2	-1
LYPLA2 inh	4	1	6	x	-1	5	4	1

33) NC(N)=N/N=C/c1ccccc1Cl
34) COc1cc(SC)ccc1C(=O)Nc1c(C)cccc1C
35) Cc1ccc(C(=O)OCc2cn3ccccc3n2)cc1
36) Cc1cccc(-n2c(N)c(C(=O)N3CCN(C)CC3)sc2=S)c1
37) COc1ccc(OC)c(-c2c3cc(O)c(=O)cc-3oc3cc(O)c(O)cc23)c1
38) CNC(=S)NNC(=O)c1cc(C(C)(C)C)nn1Cc1ccc(F)cc1
39) CN(C)S(=O)(=O)c1ccc(NC(=O)COC(=O)c2n[nH]c3ccccc23)cc1
40) CC(=O)Nc1ccc(S(=O)(=O)N(Cc2ccccc2)c2ccccc2F)cc1

entry no.	33	34	35	36	37	38	39	40
PAFAH1B3 inh	4	4	2	10	58*	4	-9	6
PREPL inhibitor	8	12	7	-7	78*	0	-20	-13
PAFAH1B2 inh	-3	-1	1	0	74*	12	-3	0
PAFAH2 FP inh	-2	-1	19	4	73*	4	-2	-3
GSTO1 counter	2	7	4	-3	50*	4	1	-4
LYPLA1 counter	0	0	3	-3	85*	3	-8	-8
pPAFAH inh	4	2	3	5	93*	-2	-3	-3
PAD4 FP inh	-2	2	0	-1	55*	1	0	-1
LYPLA2 inh	3	10	7	-2	77*	-3	-21	7

41) CCOc1ccc(N2C(=O)CC(N(Cc3ccco3)C(C)=O)C2=O)cc1 (configuration not stated)
42) Cc1ccc(C)c(N2CCN(S(=O)(=O)CC34CCC(CC3=O)C4(C)C)CC2)c1 (configuration not stated)
43) C/C(Cl)=C/CSc1nn2c(=O)c3ccccc3nc2s1
44) CCOC(=O)C1CCN(C(=O)COC(=O)c2ccc(Br)o2)CC1
45) Cc1cc(=O)oc2cc(NC(=O)c3cccc(S(C)(=O)=O)c3)ccc12
46) O=c1cnnc(N/N=C/c2c[nH]c3ccccc23)[nH]1
47) CC(C)CN1C(=O)c2ccc(NC(=O)C3CC3)cc2C1=O
48) CCOC(=O)CN1N=C(/C=C/c2ccc(C)cc2)CCC1=O

entry no.	41	42	43	44	45	46	47	48
PAFAH1B3 inh	3	7	2	0	-6	8	2	3
PREPL inhibitor	9	2	7	6	9	16	-4	-1
PAFAH1B2 inh	1	7	-1	3	1	3	-1	1
PAFAH2 FP inh	6	-4	9	-2	2	3	-2	11
GSTO1 counter	2	2	-10	-2	1	3	-2	-9
LYPLA1 counter	5	-5	-2	-1	-27	0	-3	1
pPAFAH inh	0	2	0	1	4	-2	4	4
PAD4 FP inh	0	-4	0	0	19*	-5	2	-3
LYPLA2 inh	1	-2	-7	5	-3	-2	-3	2

49) COc1ccccc1CCNC(=O)C(=O)NCC1OCCN1S(=O)(=O)c1ccc(Cl)cc1 (configuration not stated)
50) COC(=O)c1ccc(C(=O)OC)c(=O)[nH]1
51) CCN(CC)CCCn1c2c(c(SCC(=O)Nc3cc(C)on3)nc1=O)CCC2
52) Cn1c(CO)cnc1SCC(=O)c1ccc(Br)cc1
53) O=C(Nc1ccc(Cl)c(S(=O)(=O)N2CCOCC2)c1)c1n[nH]c(=O)c2ccccc12
54) Clc1ccc(N2CCOCC2)nn1
55) Cc1ccccc1-c1nnn(CC(=O)Nc2ccc3c(c2)OCO3)n1
56) COc1cccc(CN2CCN(S(=O)(=O)c3ccc(NC(C)=O)cc3)CC2)c1OC

entry no.	49	50	51	52	53	54	55	56
PAFAH1B3 inh	-9	1	4	10	-5	0	3	7
PREPL inhibitor	2	9	3	-2	9	0	2	-1
PAFAH1B2 inh	5	0	1	7	2	1	7	0
PAFAH2 FP inh	3	6	1	7	4	2	4	-1
GSTO1 counter	1	1	4	5	x	3	2	3
LYPLA1 counter	2	0	-5	0	3	-2	1	0
pPAFAH inh	8	-1	-5	1	1	-2	2	2
PAD4 FP inh	1	0	-6	-10	-1	-5	-2	-2
LYPLA2 inh	1	1	-1	-2	4	2	3	3

57) COC(=O)c1cn(NC(=O)c2cccc(OC)c2)c(=O)c2ccccc12
58) O=C(Nc1ccc(Cl)c(Cl)c1)OCc1cccnc1
59) CCC(C)[C@H](N)c1nnc(SCC(=O)Nc2cccc(Cl)c2)o1 (some centres not stated)
60) Cc1sc2ncnc(Nc3ccc(N4CCOCC4)cc3)c2c1-c1ccccc1
61) CCOc1ncccc1C(=O)OCCCC(=O)c1ccc(Br)cc1
62) CCNC(=S)Nc1cc(OCC)c(NC(=O)c2cccs2)cc1OCC
63) N#CC(C(=S)Nc1ccccc1)c1nc2ccccc2[nH]1 (configuration not stated)
64) CCC(C)Sc1cc(C(F)(F)F)c(C(=O)Nc2ccc(Cl)cc2)cn1 (configuration not stated)
65) COc1ccc(CN2CCCCCC2)cc1
66) O=C(NCC1CCCO1)C1CCN(S(=O)(=O)c2cccc3nonc23)CC1 (configuration not stated)

entry no.	57	58	59	60	61	62	63	64	65	66
PAFAH1B3 inh	2	-13	5	5	8	4	-1	11	-1	14
PREPL inhibitor	-3	-15	8	4	3	13	14	5	0	12
PAFAH1B2 inh	2	-13	-2	3	5	7	4	6	0	3
PAFAH2 FP inh	-3	-46	0	1	3	-4	16	6	3	-2
GSTO1 counter	-1	-9	4	-3	x	1	8	-11	3	0
LYPLA1 counter	-3	-41	0	-1	-2	0	0	-16	2	0
pPAFAH inh	0	-17	-1	11	1	1	8	-6	-4	0
PAD4 FP inh	2	-3	-9	2	0	0	0	-5	-4	-6
LYPLA2 inh	-2	-55	5	9	2	3	2	-39	3	-5

# 6 of these compounds, set out differently:
# The line under a structure holds: PAFAH1B3 inh, PREPL inhibitor, PAFAH1B2 inh, PAFAH2 FP inh, GSTO1 counter, LYPLA1 counter, pPAFAH inh, PAD4 FP inh, LYPLA2 inh
60: Cc1sc2ncnc(Nc3ccc(N4CCOCC4)cc3)c2c1-c1ccccc1
  5, 4, 3, 1, -3, -1, 11, 2, 9
59: CCC(C)[C@H](N)c1nnc(SCC(=O)Nc2cccc(Cl)c2)o1 (some centres not stated)
  5, 8, -2, 0, 4, 0, -1, -9, 5
57: COC(=O)c1cn(NC(=O)c2cccc(OC)c2)c(=O)c2ccccc12
  2, -3, 2, -3, -1, -3, 0, 2, -2
58: O=C(Nc1ccc(Cl)c(Cl)c1)OCc1cccnc1
  -13, -15, -13, -46, -9, -41, -17, -3, -55
61: CCOc1ncccc1C(=O)OCCCC(=O)c1ccc(Br)cc1
  8, 3, 5, 3, x, -2, 1, 0, 2
63: N#CC(C(=S)Nc1ccccc1)c1nc2ccccc2[nH]1 (configuration not stated)
  -1, 14, 4, 16, 8, 0, 8, 0, 2

# Screening results: PubChem BioAssay, The Scripps Research Institute Molecular Screening Center
